Bioassay records as filed in PubChem.
miR122 inh = inhibitors of miR-122 in Huh7 cells; Huh7 miR-122 Renilla luciferase sensor, 48 h; neutral wells = 0, positive control = 100; activation (reporter increase), % at 12.5 µM; actives 0.3% (n = 340,000);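 active = mean replicate activation score at least 90 and every replicate individually at or above 90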;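 note: higher luciferase means less miR-122 activity so hits act as miR-122 inhibitors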
An asterisk follows results filed as active. Some of the compounds tested; the hit share may differ from the screen's.

SMILES	miR122 inh
CC1CCCCC1NC(=O)c1ccc(N2CCCC2=O)cc1 (configuration not stated)	3
CCn1c(=N)n(CCO)c2ccccc21	-2
CC(=O)c1nccs1	2
Clc1ccc(CSc2nnc(CN3CCOCC3)n2-c2ccccc2)cc1Cl	1
CCC(C(=O)O)n1c(C(F)(F)F)nc2ccccc21 (configuration not stated)	-6
CC(C)(CNC(=O)c1ccc([N+](=O)[O-])c(Cl)c1)CNC(=O)c1ccc([N+](=O)[O-])c(Cl)c1	-6
COCCCn1cnnc1SCC(=O)Nc1ccc(S(=O)(=O)N2CCCC2)cc1	4
CCOC(=O)CN1C(=O)C(O)(C2CCc3ccccc3C2=O)c2ccccc21 (configuration not stated)	-3
COC(=O)c1c(C)oc2ccc(N(C(=O)c3ccncc3)S(=O)(=O)c3ccc(C)cc3)cc12	73
CCOc1cccc(CNc2ccc(O)cc2)c1OCc1ccc(Cl)cc1	-4
O=C(NCC1CCCO1)Nc1cccc(Cl)c1 (configuration not stated)	9
CC(=O)N(Cc1ccc2c(c1)OCO2)C1CC(=O)N(CCc2ccccc2)C1=O (configuration not stated)	-6
COc1ccccc1N1CCN(CCCCN2C(=O)C3CCCCN3C2=O)CC1 (configuration not stated)	-12
Cc1cc(C(=O)OC2CCOC2=O)c2ccccc2n1 (configuration not stated)	0
Cc1ccc(O)c(-c2cc(-c3ccccc3F)[nH]n2)c1	7
C[C@@]12C(=O)Nc3cc(F)c(F)cc3C(=O)N1[C@H]1c3cc(Cl)ccc3OC[C@@H]1[C@@H]2c1ccccc1	-10
N#Cc1ccccc1NC(=O)COC(=O)CSc1nc2ccccc2o1	3
CCOC(=O)c1ccc(N2C(=O)C3CC=C(C)CC3C2=O)cc1 (configuration not stated)	11
CCOC(=O)c1[nH]c2ccc(OC)cc2c1NC(=O)CN1CCc2ccccc2C1	2
Cc1cc2occ(CC(=O)Nc3nccs3)c2cc1C(C)C	-5
CCN1C(=O)c2cccc3c(NC(=O)c4ccc5c(c4)OCCO5)ccc1c23	4
NC1=NC2(CCC(c3ccccc3)CC2)n2c(nc3ccccc32)N1 (configuration not stated)	0
CCOC(=O)C1CCCN(C(=O)/C=C/c2cccc([N+](=O)[O-])c2)C1 (configuration not stated)	-3
Cc1ncc(CO)c2c1Oc1nc(-c3ccccc3F)nc(SCC(=O)N(C)c3ccccc3)c1C2	1
CCC(c1nnnn1C(C)(C)C)N1CCN(C2CCCC2)CC1 (configuration not stated)	0
CCC(C)(C)NC(=O)C(c1ccc(OC)cc1)N(Cc1cccs1)C(=O)CCC(=O)Nc1cc(C)on1 (configuration not stated)	16
CN(C)c1ccc(-c2nnc(-c3ccc(S(=O)(=O)C(F)F)cc3)o2)cc1	-4
CC(C)(C)NC(=O)c1cnn2c1NC(c1ccc(F)cc1)CC2C(F)(F)F (configuration not stated)	-1
CS(=O)(=O)N(CC(=O)NCCSC1CCCCC1)c1ccc2c(c1)OCO2	11
O=C(CSCc1ccc(Br)cc1)Nc1ccc(S(=O)(=O)N2CCCCCC2)cc1	9

Another view of 4 compounds above.
CCC(c1nnnn1C(C)(C)C)N1CCN(C2CCCC2)CC1 (configuration not stated)
- miR122 inh: 0

CCC(C)(C)NC(=O)C(c1ccc(OC)cc1)N(Cc1cccs1)C(=O)CCC(=O)Nc1cc(C)on1 (configuration not stated)
- miR122 inh: 16

CN(C)c1ccc(-c2nnc(-c3ccc(S(=O)(=O)C(F)F)cc3)o2)cc1
- miR122 inh: -4

CC(C)(C)NC(=O)c1cnn2c1NC(c1ccc(F)cc1)CC2C(F)(F)F (configuration not stated)
- miR122 inh: -1

(next part)
SMILES	miR122 inh
Cc1ccc2[nH]c(=O)c(CN(C)C(=O)c3ccccn3)cc2c1	2
CC(CN1CCN(C)CC1)OC(=O)c1ccccc1 (configuration not stated)	-2
O=S1(=O)C[C@@H](N2CCOCC2)[C@H](N2CCOCC2)C1	-8
O=C(Cn1cnc2ccccc2c1=O)c1ccc2c(c1)OCCO2	-4
Cc1onc(-c2ccccc2Cl)c1C(=O)Oc1cc(N)n(S(=O)(=O)c2ccc(F)cc2)n1	3
CC(=O)Nc1ccc(S(=O)(=O)Nc2cccc(C(=O)NC(C)(C)C)c2)cc1	-4
O=C(O)C1CC=CCC1C(=O)N1CCN(c2nc(-c3ccccc3)c3ccccc3n2)CC1 (configuration not stated)	-13
CC1=CC(C)(C)N2C(=O)C3(C(C#N)=C(N)OC4=C3C(=O)CCC4)c3c(C)c(C)cc1c32 (configuration not stated)	2
CCOC(=O)c1[nH]c2ccccc2c1NC(=O)Nc1ccc(OC)cc1	3
Cc1cccc(Cn2cnc3c(nnn3Cc3ccc(F)cc3)c2=O)c1	-1
O=S(=O)(c1ccc(F)cc1)c1nc(-c2ccc(F)cc2)oc1NCCN1CCOCC1	-3
Cc1c(N=Cc2c(O)n(C3CCCCC3)c(=O)[nH]c2=O)c(=O)n(-c2ccccc2)n1C	1
Nc1ccccc1SC(C[N+](=O)[O-])c1ccccc1 (configuration not stated)	1
O=C(c1cccs1)c1no[n+]([O-])c1C(=O)c1cccs1	2
c1ccc(Cc2nn3c(C4COc5ccccc5O4)nnc3s2)cc1 (configuration not stated)	-1
CCCc1cc(-n2ccnc2)n2c(nc3ccccc32)c1C#N	-5
CCn1c(Cc2ccccc2)nnc1SCC(=O)Nc1ccc(N)cc1	-2
O=c1[nH]ncc2c3ccccc3n(Cc3ccccc3)c12	5
Cn1c(C(=O)N2CCCC(C(=O)NCCCc3ccccc3)C2)cc2sccc21 (configuration not stated)	-9
CCOc1ccccc1-n1c(SCC(=O)N2CCCC2)nnc1-c1ccc(O)cc1	8
COc1ccc(CN2CC(C(=O)NCCCN3CCN(C)CC3)CC2=O)cc1 (configuration not stated)	-3
Cc1cc(C)c2c(n1)nn1c(C3CC3)cc(C(F)(F)F)nc21	-8
O=C(COc1ccc([N+](=O)[O-])cc1)N/N=C/c1ccccn1	-8
O=C(Nc1nc2nc(-c3ccccc3)cc(-c3ccccc3)n2n1)c1ccco1	6
CC(C)CC1Nc2ncnc(N3CCCCC3)c2N(Cc2ccccc2)C1=O (configuration not stated)	4
CC(=O)c1c(C)[nH]c(C(=O)OCC(=O)N2CCN(S(=O)(=O)c3ccc(C)cc3C)CC2)c1C	-5
COc1ccc(Cl)cc1C(=O)Nc1ccc(NC(=O)c2ccco2)cc1	-4
CCn1c(C)c(C(C)=O)c(N2CCCCC2)nc1=S	-2
CC1CCN(CCCCOc2ccc(Cl)cc2)CC1	9
CCCOC(=O)C1=C(C)OC23OC(N)=C(C#N)C12C(=O)c1ccccc13 (configuration not stated)	5
Cc1ccc(-c2cc(C(F)(F)F)n3ncc(C(=O)N4CCN(C)CC4)c3n2)cc1	-2
COc1ccc(F)cc1S(=O)(=O)NC1CCCC1	32
Cc1cc(-c2ccco2)n2c(nc3ccccc32)c1C#N	-3
COC(=O)c1ccc(COc2nc(C)cc(C)c2C#N)o1	-7
Cc1cc(C(=O)CN2C(=O)NC3(CCCc4ccccc43)C2=O)c(C)n1Cc1ccccc1 (configuration not stated)	-4
CCCOc1ccc(/C=N/NC(=O)C2CCCN2S(=O)(=O)c2ccc(Cl)cc2)cc1 (configuration not stated)	-7
CCOC(=O)c1nnn(-c2nonc2N)c1COc1ccccc1	-2
COc1cccc(NC(=O)N(C2CCCCC2)C(C)c2cccs2)c1 (configuration not stated)	3
O=C(O)c1ccc2c(=O)[nH]c(CN3CCOCC3)nc2c1	-4
CN(C(=O)c1ccc(Cl)cc1)C1=CCCCC1CCC#N (configuration not stated)	1
O=C(NC(=S)Nc1ccc(N2CCOCC2)c(Cl)c1)C(c1ccccc1)c1ccccc1	-6
Cc1c(C(=O)N2CCCCC2)oc2ccc(S(=O)(=O)N3CC(C)CC(C)C3)cc12 (configuration not stated)	-7
CCc1ccc(OCC(=O)N/N=C2\CC(=O)c3ccccc32)cc1	3
COc1ccc(C2c3c(nc[nH]c3=O)Oc3nc[nH]c(=O)c32)cc1	2
CN1CC=C2C(C#N)=C(N)C(C#N)(C#N)C(c3ccsc3)C2C1 (configuration not stated)	0
Cc1ccc(C)n1-c1ccc(-c2nnco2)cc1	-8
Cc1nc(NCC2CCCO2)nc2c1C(=O)CC(C)C2 (configuration not stated)	-6
CCCCOc1ccc(CN(C)c2ncnc(N)n2)cc1	75
Cc1nn(C)cc1CN(C)C(=O)c1sc2cccc(Cl)c2c1Cl	6
Cc1noc(COc2ccc(OCc3nc(C)no3)cc2)n1	-3

(more compounds)
SMILES	miR122 inh
CC(=C/C(=O)O)/C=C/c1cccs1	-2
COc1ccc(S(=O)(=O)N2CCC(C(=O)NCc3ccccn3)CC2)cc1Cl	0
COc1ccc(N/C(=N\c2nc(C)cc(C)n2)NC(=O)C(C)C)cc1OC	-6
CCOC(=O)C1C2C=CC3(CN(Cc4ccco4)C(=O)C13)O2 (configuration not stated)	-1
Cc1ccc(Sc2ccc(N)cc2C#N)cc1	3
Cc1ccc(S(=O)(=O)N2CCCN(S(=O)(=O)c3ccc(C)c(C)c3)CC2)cc1C	-9
Cc1ccccc1OCC(=O)O/N=C(\N)Cc1cccs1	-4
COc1ccc(S(=O)(=O)N2CCCCC2)cc1C(C)C	18
Nc1nnc(-c2cc3ccccc3oc2=O)s1	4
Cn1c(OCc2ccco2)nc2c1c(=O)n(Cc1ccc(Cl)c(Cl)c1)c(=O)n2C	-8
O=S(=O)(Cc1ccc(Cl)cc1)c1ccccc1-c1nnc(-c2ccc(Cl)cc2)o1	-2
O=S(=O)(Cc1ccccc1)c1cnc2ccccc2n1	0
O=C1NC2(CCCCC2)C(=O)N1/N=C/c1ccc(O)cc1O	-10
Cc1nn(Cc2ccccc2Cl)c(C)c1NC(=O)C1C2CCC(O2)C1C(=O)O (configuration not stated)	-1
O=C(NCc1ccco1)C(c1ccccc1F)N(Cc1cccnc1)C(=O)Cn1nnc2ccccc21 (configuration not stated)	11
COC(=O)C(CCCCN1C(=O)C2C3C=CC(C3)C2C1=O)N1C(=O)C2C3C=CC(C3)C2C1=O (configuration not stated)	0
CC1CCCC(C)N1CC(O)COc1ccc(Cl)cc1 (configuration not stated)	7
CC(C)Cc1nc2n[nH]c(N)c2c2c1CCC2	-6
CC(C)(C)c1ccc(S(=O)(=O)NCC(=O)Nc2ccc(-c3nc4ccccc4s3)cc2)cc1	11
CN(Cc1c(C(=O)N/N=C/c2cccc(O)c2)nnn1-c1nonc1N)c1ccccc1	-1
O=C(C[n+]1ccc(CCSc2ccc(F)cc2)cc1)c1ccccc1	-5
CC(C)c1noc2ncc(C(=O)c3cc(Cl)cc(Cl)c3O)cc12	11
O=C(Nc1cccc2cccnc12)c1csc(COCCO)n1	-2
CCC(Sc1nc(=O)cc(N)n1-c1cccc(C)c1)C(=O)Nc1cc(C)on1 (configuration not stated)	-4
Cn1nnnc1SCCNC/C=C/c1ccccc1	-4
NC(=O)c1ccc(N2CCCCC2)c(N2C(=O)CCC2=O)c1	-2
CC(=O)N1CCc2cc(S(=O)(=O)NC(C(=O)Nc3ccc4c(c3)OCCO4)C(C)C)ccc21 (configuration not stated)	4
Cc1ccc(CSc2nnc(-c3ccccc3N)c(=O)[nH]2)cc1	1
CCOC(=O)c1ccc(NC(=O)c2ccc(CN3CCOCC3)cc2)cc1	-38
CCOc1ccc(NC(=O)c2ccccc2NS(C)(=O)=O)cc1	-2

Molecules from the list above that have a thiophene ring, fused or not, in the order listed:
SMILES	miR122 inh
CCC(C)(C)NC(=O)C(c1ccc(OC)cc1)N(Cc1cccs1)C(=O)CCC(=O)Nc1cc(C)on1 (configuration not stated)	16
O=C(c1cccs1)c1no[n+]([O-])c1C(=O)c1cccs1	2
Cn1c(C(=O)N2CCCC(C(=O)NCCCc3ccccc3)C2)cc2sccc21 (configuration not stated)	-9
COc1cccc(NC(=O)N(C2CCCCC2)C(C)c2cccs2)c1 (configuration not stated)	3
CN1CC=C2C(C#N)=C(N)C(C#N)(C#N)C(c3ccsc3)C2C1 (configuration not stated)	0
Cc1nn(C)cc1CN(C)C(=O)c1sc2cccc(Cl)c2c1Cl	6
CC(=C/C(=O)O)/C=C/c1cccs1	-2
Cc1ccccc1OCC(=O)O/N=C(\N)Cc1cccs1	-4

The list goes on.
SMILES	miR122 inh
COc1cccc(NC(=O)CN(C)C(=O)c2ccc3ccccc3c2)c1	2
O=C(Cn1nnc(-c2ccncc2)n1)N(C1CCCCC1)C1CCCCC1	-3
N#CC1=C(N)C2=C(N3CCCCC3)CCCC2C1(C#N)C#N (configuration not stated)	-23
CCC(C)C(=O)Nc1cc(OC)c(OC)cc1C(=O)O (configuration not stated)	-4
CCN(Cc1nc2ccccc2c(=O)[nH]1)Cc1cc(=O)oc2cc(OC)ccc12	2
CSc1nc2sc3c(c2c(=O)n1C)CCCC3	-9
CC1CCCN(C(=O)CSc2nnc3n(C4CCCC4)c(=O)c4ccccc4n23)C1 (configuration not stated)	-1
COc1cc(OC)cc(C(=O)NC(=S)Nc2ccc(Cl)c(C(=O)O)c2)c1	-1
CN(c1ccccc1C(N)=O)S(=O)(=O)c1ccccc1	6
C#CC1(O)CC(C)NCC1(C)CCC#N (configuration not stated)	2
Clc1ccc(OCc2nn3c(-c4ccncc4)nnc3s2)cc1	-1
Cc1cc(C)nc(SC2CCOC2=O)n1 (configuration not stated)	3
Cc1occc1C(=O)N1CCN(c2ccc(Cl)c(Cl)c2)CC1	-6
CC1CC(C)CN(C2CCN(Cc3cccnc3)CC2)C1 (configuration not stated)	2
CC(C)(C)n1nc2c(c1NC(=O)c1ccc(Br)o1)CS(=O)C2 (configuration not stated)	-5
COc1cc(-c2nnc(SCc3c(F)cccc3Cl)o2)cc(OC)c1OC	-2
COc1ccc(Cl)cc1NC(=O)NCCCl	-5
COC(=O)c1ccc(NC(=O)c2ccccc2N(C)S(=O)(=O)c2ccccc2)cc1	4
CCc1cccc(CC)c1NC(=O)CN1CCN(c2ccccc2)CC1	2
c1ccc(Cn2cnc3ccccc32)cc1	-6
COc1ccc(-c2cc(C(F)(F)F)n3nc(C(=O)Nc4cc(C)on4)cc3n2)cc1OC	4
O=C(COc1cccc(NC(=O)c2cccc([N+](=O)[O-])c2)c1)c1ccc(F)cc1	-3
COc1cccc(/C=N/NC(=O)c2ccccc2N(Cc2ccccc2)S(=O)(=O)c2ccccc2)c1OC	7
